CHRM5 agonist: agonists of human muscarinic M5 receptor (CHRM5); CHO-K1 hM5 cells, Fluo-8 calcium fluorescence; 0% DMSO wells, 100% maximal acetylcholine response; 360,000 compounds, 0.19% hits; P08912; activation, % at 3 µM;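 active = activation above the run's mean over test compounds plus 3 SD, cut at about 23% in these data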;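 also: signal is peak over basal fluorescence ratio across the kinetic read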
Target sequence (P08912 whole entry, looked up): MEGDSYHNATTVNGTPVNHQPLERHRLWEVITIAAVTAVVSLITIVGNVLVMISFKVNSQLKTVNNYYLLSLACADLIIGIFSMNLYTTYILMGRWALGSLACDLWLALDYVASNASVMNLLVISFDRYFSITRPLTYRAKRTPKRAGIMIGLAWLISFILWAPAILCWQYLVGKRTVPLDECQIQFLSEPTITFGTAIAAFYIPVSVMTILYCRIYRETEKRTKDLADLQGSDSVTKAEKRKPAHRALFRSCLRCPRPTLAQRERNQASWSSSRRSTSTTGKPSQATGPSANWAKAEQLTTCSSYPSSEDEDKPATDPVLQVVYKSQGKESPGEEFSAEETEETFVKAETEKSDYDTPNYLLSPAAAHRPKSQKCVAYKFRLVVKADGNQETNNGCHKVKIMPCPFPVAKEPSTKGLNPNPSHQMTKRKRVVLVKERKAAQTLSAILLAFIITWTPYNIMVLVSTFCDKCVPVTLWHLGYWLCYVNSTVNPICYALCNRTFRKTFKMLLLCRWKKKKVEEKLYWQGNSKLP
TAAR1 ag: agonists of human TAAR1. Q96RJ0. CHO RD-HGA16 TAAR1, Fluo-8 calcium fluorescence; vehicle wells 0%, saturating PEA agonist 100%. activation, % at 3 µM. 360,000 compounds, 0.99% hits. AID 624467;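 active = activation above the mean activation of all test compounds in the run plus 3 SD, cut at about 38% in these data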
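System: CHO RD-HGA16 cells carrying human TAAR1 plus Gα16; Incubation: 17-24 h seeding, 75 min 37 °C dye, 30 min RT; Measured by: Fluo-8 fluorescence, 5 s baseline then 140 s kinetic read; Control set: DMSO and PEA EC100; Replication: single well for each compound.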
M1 PAM parental: counter-screen for M1 PAMs: effect in parental CHO-K1 cells; 360,000 compounds, 0.02% hits; activation, % at 3 µM; ATP EC20, Fluo-8 calcium fluorescence; 0% at ATP EC20, 100% at ATP max;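 active = activation above the run cutoff, the mean activation of all test compounds plus 3 SD, cut at about 40% in these data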;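 also: peak over basal fluorescence ratio in a 140 s read after ATP addition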
CHRM4 PAM: positive allosteric modulators of human muscarinic M4 receptor. P08173. CHO-K1 hM4/Gqi5, Fluo-8 calcium fluorescence, ACh EC20; 0% = ACh EC20, 100% = maximal ACh. activation, % at 3 µM. 360,000 compounds, 0.4% hits. AID 624126;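 active = activation above its plate's cutoff, the mean activation of sample wells plus 3 SD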; also: some results filed as inactive read as strong as hits
Target sequence (P08173 whole entry, looked up): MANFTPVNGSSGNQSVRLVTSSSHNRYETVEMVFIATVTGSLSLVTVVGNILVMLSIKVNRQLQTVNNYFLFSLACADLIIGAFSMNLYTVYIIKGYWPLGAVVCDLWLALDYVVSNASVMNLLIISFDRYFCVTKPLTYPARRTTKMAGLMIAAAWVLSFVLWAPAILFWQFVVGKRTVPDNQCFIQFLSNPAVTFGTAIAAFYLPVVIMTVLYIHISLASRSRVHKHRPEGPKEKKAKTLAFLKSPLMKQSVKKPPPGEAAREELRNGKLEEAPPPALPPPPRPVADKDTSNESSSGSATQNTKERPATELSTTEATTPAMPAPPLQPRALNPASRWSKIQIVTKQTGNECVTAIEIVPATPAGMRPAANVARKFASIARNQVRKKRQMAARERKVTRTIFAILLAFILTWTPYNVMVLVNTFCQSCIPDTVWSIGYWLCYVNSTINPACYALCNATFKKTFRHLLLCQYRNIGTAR
TAAR1 antag: antagonists of human TAAR1 | AID 624466 | inhibition, % at 3 µM | 360,000 compounds, 1.5% hits | CHO RD-HGA16 TAAR1, Fluo-8 calcium fluorescence, antagonist | Q96RJ0;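 active = inhibition above a per-plate cutoff, the mean inhibition of test compounds on that plate plus 3 SD, cut at about 49% in these data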;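 also: 0% = DMSO plus EC80 beta-PEA response and 100% = DMSO alone without agonist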
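System: RD-HGA16 CHO cells with stable hTAAR1 and Gα16 | Probe or stimulus: EC80 β-phenethylamine stimulus | Dosing: 3 µM, single point | Times: Dye loading 75 min at 37 °C, then 30 min room temperature | Measured by: Fluo-8 calcium-sensitive fluorescence | Read-out basis: % inhibition of agonist calcium response | Replicates: n of 1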
CRFBP-R2 agonist: agonists of human CRF-binding protein/CRF-R2 receptor complex. HEK293 CRF-R2/CRF-BP, calcium dye fluorescence (FLIPR); percent of saturating CRF peptide response. activation, % at 13.2 µM. 350,000 compounds, 0.46% hits. AID 588473;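 active = activation of at least 50%, plus an integration ratio under a set limit after plate pattern correction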;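 also: plate controls were neutral control wells without compound for no effect and CRF at EC100 for full effect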
CHRM5 antagonist: blocks acetylcholine activation of human M5 receptor; inhibition, % at 3 µM; 360,000 compounds, 0.59% hits; CHO-hM5 cells, Fluo-8 calcium fluorescence, ACh EC80;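 active = inhibition above a per-plate cutoff, the mean of that plate's test compounds plus 3 SD, cut at about 27% in these data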;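 also: 0% = acetylcholine EC80 with DMSO and 100% = DMSO without agonist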
M5 PAM: positive allosteric modulators of human muscarinic M5 receptor. activation, % at 3 µM. CHO-K1 hM5, Fluo-8 calcium, ACh EC20 PAM; 0% = ACh EC20, 100% = ACh EC100. 360,000 compounds, 0.3% hits. P08912. AID 624038;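 active = activation above the run cutoff, the mean activation of all test compounds plus 3 SD, cut at about 18% in these data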
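System: CHO-K1 hM5 cells. Reagent: acetylcholine, EC20 level. Compound dosing: single dose, 3 µM nominal final test concentration. Timing: Post-acetylcholine fluorescence recording 140 s. Detection: Fluo-8 calcium fluorescence. Read-out: % activation, ACh-normalized. Benchmarks: ACh EC20 and EC100 wells. Repeats: singlicate, one well per test compound.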
CRFBP-R2 block: antagonists of CRF-binding protein/CRF-R2 receptor complex; HEK293 CRF-R2/CRF-BP, CRF-induced calcium fluorescence; inhibition, % at 11.8 µM; 350,000 compounds, 0.59% hits;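 active = inhibition of the ligand-induced calcium signal above about 50% at the single tested concentration, limit read from the data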
The depositor's hits bear a star.

CCN(CC)CCCN(C(=O)c1ccco1)c1nc(-c2ccc(C)cc2)cs1 was read as CHRM5 agonist -17, TAAR1 ag 5, M1 PAM parental 18, CHRM4 PAM -11, TAAR1 antag -7, CRFBP-R2 agonist -0.3, CHRM5 antagonist 6, M5 PAM -5 and CRFBP-R2 block -12.
For O=C(c1ccccc1)N1N=C(C(F)(F)F)CC1(O)c1ccc(F)cc1 (centres undefined) the results were CHRM5 agonist -2, TAAR1 ag 1, M1 PAM parental 12, CHRM4 PAM 0, TAAR1 antag -12, CRFBP-R2 agonist -3.7, CHRM5 antagonist 14, M5 PAM -5 and CRFBP-R2 block 0.
`Cc1ccc(Cn2c(=N)c(C(=O)NC3CCCC3)cc3c(=O)n4ccccc4nc32)cc1` gave CHRM5 agonist -6, M1 PAM parental 30, CHRM4 PAM 5, CRFBP-R2 agonist 4.2, CHRM5 antagonist 1, M5 PAM 0 and CRFBP-R2 block 6.
For CCOCC(=O)Nc1nc2ccc(S(C)(=O)=O)cc2s1 the results were CHRM5 agonist -1, TAAR1 ag -1, M1 PAM parental 18, CHRM4 PAM -3, TAAR1 antag 9, CRFBP-R2 agonist -1.5, CHRM5 antagonist 7, M5 PAM 0 and CRFBP-R2 block 6.
`CCOc1ccccc1C(=O)NC(C(=O)NCCc1ccccn1)C(C)C` (centres undefined) gave CHRM5 agonist 1, TAAR1 ag 0, M1 PAM parental -12, CHRM4 PAM 1, TAAR1 antag 9, CRFBP-R2 agonist -3.3, CHRM5 antagonist 10, M5 PAM -1 and CRFBP-R2 block 13.
Screening O=C(NN1CCOCC1)c1cc(S(=O)(=O)Nc2cccc(C(F)(F)F)c2)ccc1Cl returned CHRM5 agonist -1, TAAR1 ag 4, M1 PAM parental 17, CHRM4 PAM 4, TAAR1 antag -4, CRFBP-R2 agonist 1.2, CHRM5 antagonist -3, M5 PAM 0 and CRFBP-R2 block -10.
Screening CC(C)=CC(=O)OCC(=O)Nc1ccc(F)cc1Cl returned CHRM5 agonist -3, TAAR1 ag 12, M1 PAM parental 6, CHRM4 PAM -2, TAAR1 antag 10, CRFBP-R2 agonist -1.6, CHRM5 antagonist 2, M5 PAM 1 and CRFBP-R2 block -9.
Screening NC(=O)c1cccc(Nc2nc(C(N)C3CCCCC3)cs2)n1 (centres undefined) returned CHRM5 agonist -1, TAAR1 ag 1, M1 PAM parental 11, CHRM4 PAM 8, TAAR1 antag -2, CHRM5 antagonist -9 and M5 PAM -3.
O=C(COc1cccc(C(F)(F)F)c1)Nc1nnc(C2CC2)s1 was read as CHRM5 agonist 0, TAAR1 ag -1, M1 PAM parental 12, CHRM4 PAM -2, TAAR1 antag 3, CRFBP-R2 agonist 0.1, CHRM5 antagonist 9, M5 PAM -7 and CRFBP-R2 block -17.
Screening O=C(NCc1ccc(Cl)c(Cl)c1)c1cc(C2CCCCN2C(=O)c2ccccn2)on1 (centres undefined) returned CHRM5 agonist -1, TAAR1 ag 1, M1 PAM parental -14, CHRM4 PAM 0, TAAR1 antag -3, CHRM5 antagonist 2 and M5 PAM 1.
Cc1ccc(S(=O)(=O)c2nc(S(C)(=O)=O)sc2N2CCCC2)cc1 was read as CHRM5 agonist -4, TAAR1 ag 1, M1 PAM parental 1, CHRM4 PAM 1, TAAR1 antag -1, CRFBP-R2 agonist 0.2, CHRM5 antagonist 4, M5 PAM 1 and CRFBP-R2 block -3.
Screening COc1cc(C2C(C(=O)c3ccc(C)o3)=C(O)C(=O)N2Cc2ccccc2)ccc1O (centres undefined) returned CHRM5 agonist -1, TAAR1 ag 1, M1 PAM parental 13, CHRM4 PAM 2, TAAR1 antag -7, CRFBP-R2 agonist -3.0, CHRM5 antagonist 1, M5 PAM 2 and CRFBP-R2 block 3.
COc1ccc(C(=O)Nc2ccnn2C2CCN(CC3CC=CCC3)CC2)cc1 (centres undefined) was read as CHRM5 agonist -8, TAAR1 ag 0, M1 PAM parental 7, CHRM4 PAM -3, TAAR1 antag -4, CRFBP-R2 agonist -2.5, CHRM5 antagonist 1, M5 PAM 3 and CRFBP-R2 block 5.
`CCN(CC)S(=O)(=O)c1ccc(N2CCOCC2)c(NC(=O)c2ccc(NC(C)=O)cc2)c1` gave CHRM5 agonist -3, TAAR1 ag 0, M1 PAM parental -14, CHRM4 PAM 9, TAAR1 antag -7, CRFBP-R2 agonist -1.7, CHRM5 antagonist 7, M5 PAM -1 and CRFBP-R2 block 3.
CCN(CC)c1ccc(NC(=O)c2c(C)noc2C)cc1 was read as CHRM5 agonist -2, TAAR1 ag 6, M1 PAM parental 17, CHRM4 PAM 5, TAAR1 antag -15, CRFBP-R2 agonist -1.2, CHRM5 antagonist 4, M5 PAM -4 and CRFBP-R2 block 18.
For O=C(NNc1ncnc2sccc12)c1ccc(Cl)cc1 the results were CHRM5 agonist 6, TAAR1 ag 5, M1 PAM parental 8, CHRM4 PAM -5, TAAR1 antag -10, CRFBP-R2 agonist -0.9, CHRM5 antagonist 6, M5 PAM -10 and CRFBP-R2 block -4.
Screening CC(C)(C)c1cc(NC(=O)C2(C)CCN2C(=O)C2(c3ccccc3)CCCC2)no1 (centres undefined) returned CHRM5 agonist -1, TAAR1 ag 3, M1 PAM parental 20, CHRM4 PAM 5, TAAR1 antag 0, CHRM5 antagonist -4 and M5 PAM -3.
`COc1ccc(C)cc1Nc1nc(-c2c[nH]c3ccccc23)cs1` gave CHRM5 agonist 4, TAAR1 ag 2, M1 PAM parental 9, CHRM4 PAM -4, TAAR1 antag -16, CRFBP-R2 agonist 5.9, CHRM5 antagonist 6, M5 PAM -7 and CRFBP-R2 block -7.
`O=S(=O)(c1ccc2ccccc2c1)N1CCN(C(=S)Nc2ccccc2F)CC1` gave CHRM5 agonist 1, TAAR1 ag 9, M1 PAM parental 12, CHRM4 PAM 0, TAAR1 antag 18, CRFBP-R2 agonist 7.1, CHRM5 antagonist 8, M5 PAM -3 and CRFBP-R2 block -9.
Screening COC(=O)c1ccc(N2NC(=O)/C(=C/c3cc(OC)c(O)c(OC)c3)C2=O)cc1 returned CHRM5 agonist -1, TAAR1 ag 6, M1 PAM parental -5, CHRM4 PAM -4, TAAR1 antag -4, CRFBP-R2 agonist 11, CHRM5 antagonist 6, M5 PAM -6 and CRFBP-R2 block -43.
O=C(CCCc1c[nH]c2ccccc12)N[C@@H](Cc1c[nH]c2ccccc12)C(=O)O was read as CHRM5 agonist -4, TAAR1 ag 0, M1 PAM parental 8, CHRM4 PAM 2, TAAR1 antag 1, CRFBP-R2 agonist 1.0, CHRM5 antagonist -6, M5 PAM 3 and CRFBP-R2 block -15.
For O=C(C[n+]1ccncc1)c1ccccc1 the results were CHRM5 agonist -3, TAAR1 ag 12, M1 PAM parental -5, CHRM4 PAM -3, TAAR1 antag -5, CRFBP-R2 agonist -1.1, CHRM5 antagonist 1, M5 PAM -3 and CRFBP-R2 block 8.
For Cc1cc(C)c2nc(NC(=O)c3cc(C)on3)sc2c1 the results were CHRM5 agonist 12, TAAR1 ag 1, M1 PAM parental -7, CHRM4 PAM -1, TAAR1 antag -14, CRFBP-R2 agonist -2.2, CHRM5 antagonist -5, M5 PAM 7 and CRFBP-R2 block 9.
`Cn1c(=O)c2c(nc(N3CCOCC3)n2CCCNC2=NCCCCC2)n(C)c1=O` gave CHRM5 agonist -3, TAAR1 ag 11, M1 PAM parental 0, CHRM4 PAM -1, TAAR1 antag 1, CRFBP-R2 agonist -0.7, CHRM5 antagonist 4, M5 PAM -2 and CRFBP-R2 block 14.

Two entries picked at random from those above:
`COc1ccc(C)cc1Nc1nc(-c2c[nH]c3ccccc23)cs1` gave CHRM5 agonist 4, TAAR1 ag 2, M1 PAM parental 9, CHRM4 PAM -4, TAAR1 antag -16, CRFBP-R2 agonist 5.9, CHRM5 antagonist 6, M5 PAM -7 and CRFBP-R2 block -7.
COc1ccc(C(=O)Nc2ccnn2C2CCN(CC3CC=CCC3)CC2)cc1 (centres undefined) was read as CHRM5 agonist -8, TAAR1 ag 0, M1 PAM parental 7, CHRM4 PAM -3, TAAR1 antag -4, CRFBP-R2 agonist -2.5, CHRM5 antagonist 1, M5 PAM 3 and CRFBP-R2 block 5.

Going on with the list.
For CC(=O)Nc1cc2c3c(cccc3c1)-c1ccccc1-2 the results were CHRM5 agonist -7, TAAR1 ag 4, M1 PAM parental 14, CHRM4 PAM 4, TAAR1 antag 21, CRFBP-R2 agonist -1.6, CHRM5 antagonist 3, M5 PAM 12 and CRFBP-R2 block -20.
`COC(=O)c1cc(N2C(=O)C3C4C=CC(CC4)C3C2=O)ccc1Cl` (centres undefined) gave CHRM5 agonist 0, TAAR1 ag 2, M1 PAM parental 3, CHRM4 PAM -8, TAAR1 antag -6, CRFBP-R2 agonist -1.9, CHRM5 antagonist 0, M5 PAM 9 and CRFBP-R2 block 14.
Cc1cc(=O)oc2cc(OCC(=O)N3CC[C@@]4(O)CCCC[C@H]4C3)c(Cl)cc12 was read as CHRM5 agonist 2, TAAR1 ag 4, M1 PAM parental 7, CHRM4 PAM -4, TAAR1 antag -16, CRFBP-R2 agonist 0.0, CHRM5 antagonist 3, M5 PAM -4 and CRFBP-R2 block 3.
For C=C1CCC[C@]2(C)C[C@H]3OC(=O)C(CNCCN(C)C)[C@H]3CC12 (some centres undefined) the results were CHRM5 agonist -3, TAAR1 ag 4, M1 PAM parental 7, CHRM4 PAM -4, TAAR1 antag -16, CRFBP-R2 agonist 4.7, CHRM5 antagonist 14, M5 PAM -2 and CRFBP-R2 block -14.
Cc1ccc(C(C(=O)NC2CCCCC2)N(C(=O)Cc2c[nH]c3ccccc23)c2ccccc2)o1 (centres undefined) was read as CHRM5 agonist -5, TAAR1 ag 2, M1 PAM parental 34, CHRM4 PAM 15, TAAR1 antag 16, CRFBP-R2 agonist -2.5, CHRM5 antagonist -2, M5 PAM 4 and CRFBP-R2 block -13.
Screening CCOc1cccc(OCCOCCN(C)Cc2ccccc2)c1 returned CHRM5 agonist -5, TAAR1 ag 5, M1 PAM parental 23, CHRM4 PAM -9, TAAR1 antag 3, CRFBP-R2 agonist 1.9, CHRM5 antagonist -5, M5 PAM 1 and CRFBP-R2 block -4.
`NS(=O)(=O)c1cccc(NC(=O)CSc2nc3ccccc3[nH]2)c1` gave CHRM5 agonist -4, TAAR1 ag 2, M1 PAM parental 13, CHRM4 PAM 4, TAAR1 antag -5, CRFBP-R2 agonist 0.7, CHRM5 antagonist 7, M5 PAM 4 and CRFBP-R2 block 4.
`CC(=O)Nc1cccc(NC(=O)CSc2nnc(Cc3cccn3C)n2CCc2ccccc2)c1` gave CHRM5 agonist -2, TAAR1 ag 7, M1 PAM parental 3, CHRM4 PAM -1, TAAR1 antag 2, CRFBP-R2 agonist -2.6, CHRM5 antagonist 20, M5 PAM -5 and CRFBP-R2 block -4.
For Cc1ccccc1S(=O)(=O)N1[C@@H](c2cccc(Cl)c2)C(C(=O)OC(C)(C)C)=CC[C@H]1c1ccc(Cl)cc1 the results were CHRM5 agonist 1, TAAR1 ag 12, M1 PAM parental -5, CHRM4 PAM 14, TAAR1 antag -17, CHRM5 antagonist -7 and M5 PAM 2.

Screens deposited in PubChem by several laboratories.
